APJ ag: APJ receptor agonism; P35414; CHO-K1 APJ PathHunter beta-arrestin, luminescence; 0% DMSO wells, 100% apelin; activation, % at 20 µM; actives 0.11% (n = 330,000); AID 2520;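 active = activation more than six SD over the plate average, tested at 20 µM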;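 also: 0% = DMSO alone and 100% = apelin-13 at 10 nM; some results filed as inactive read as strong as hits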
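Test system: CHO-K1 APJ beta-arrestin complementation cell line. Amount: cell density 1000 per well. Controls: DMSO negative, 10 nM Apelin-13 positive. Signal: luminescent beta-gal fragment complementation, chemiluminescent substrate. Read-out basis: agonist-driven arrestin binding to APJ. Timing: compound stimulation 90 min at 25 °C, detection 60 min.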
CXCR6 inh: CXCR6 (human) receptor inhibition | CHO-K1 PathHunter CXCR6 beta-arrestin, luminescence | inhibition, % at 20 µM | O00574 | AID 602244 | actives 0.36% (n = 360,000); in the data active = inhibition above about 34%, passing the limit was not always enough;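 also: antagonist mode with CXCL16 agonist at 10 nM final; 0% = 10 nM CXCL16 with DMSO and 100% = unstimulated wells without agonist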
Target sequence (O00574 whole entry, looked up): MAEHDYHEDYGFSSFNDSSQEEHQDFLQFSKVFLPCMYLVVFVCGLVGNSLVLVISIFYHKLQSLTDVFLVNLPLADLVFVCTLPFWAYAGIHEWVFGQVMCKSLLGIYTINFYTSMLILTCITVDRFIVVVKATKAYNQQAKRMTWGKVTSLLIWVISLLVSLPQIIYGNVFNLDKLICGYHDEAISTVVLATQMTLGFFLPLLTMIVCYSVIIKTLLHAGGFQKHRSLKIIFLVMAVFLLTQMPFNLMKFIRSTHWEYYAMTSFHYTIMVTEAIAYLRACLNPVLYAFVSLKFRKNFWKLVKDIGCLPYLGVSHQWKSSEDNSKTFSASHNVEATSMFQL
UBC13 inh: blocks human UBC13 polyubiquitin chain formation. actives 0.47% (n = 330,000). TR-FRET. inhibition, % at 20 µM; in the data active = inhibition above about 45%, passing the limit was not always enough
EBI2 antag: blocks human EBI2 receptor beta-arrestin signaling | EBI2 beta-arrestin recruitment, luminescence, 7a,25-OHC stimulated | actives 0.81% (n = 360,000) | P32249 | inhibition, % at 5 µM; in the data active = inhibition above about 38%;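 also: enzyme fragment complementation signal reports receptor beta-arrestin coupling in cells; 0% = agonist plus DMSO wells and 100% = wells without agonist; some results beyond the cut were filed as inactive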
Target sequence (P32249 whole entry, looked up, the tested form may be a part): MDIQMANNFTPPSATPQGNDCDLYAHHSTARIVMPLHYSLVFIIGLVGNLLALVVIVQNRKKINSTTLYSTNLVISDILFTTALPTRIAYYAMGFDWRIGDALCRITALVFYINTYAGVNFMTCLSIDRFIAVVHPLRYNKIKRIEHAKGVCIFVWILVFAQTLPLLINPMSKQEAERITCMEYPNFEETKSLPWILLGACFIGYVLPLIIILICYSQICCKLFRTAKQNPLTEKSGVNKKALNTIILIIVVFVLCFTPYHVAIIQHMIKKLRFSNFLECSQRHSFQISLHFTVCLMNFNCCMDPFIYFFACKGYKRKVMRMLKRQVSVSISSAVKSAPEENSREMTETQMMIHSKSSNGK
ATG4B inhibitor: blocks human ATG4B protease cleavage of LC3 substrate; Q9Y4P1; ATG4B cleavage of LC3-PLA2, NBD-HPC fluorescence, 1 h; actives 0.51% (n = 340,000); inhibition, % at 8.33 µM; in the data active = inhibition above about 40%
APJ antagonist: antagonists of human APJ apelin receptor; P35414; CHO-K1 APJ beta-arrestin complementation, luminescence; inhibition, % at 20 µM; actives 0.32% (n = 330,000);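 active = inhibition above about 40% at 20 µM, limit read from the data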;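 also: cells challenged with 10 nM apelin-13 agonist together with compound; plate controls were apelin-13 plus DMSO wells for no effect and DMSO wells lacking apelin-13 for full effect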
CCR6 antagonist: antagonists of human CCR6 receptor | P51684 | CHO-K1 CCR6 PathHunter beta-arrestin, luminescence, CCL20-stimulated | inhibition, % at 20 µM | actives 0.49% (n = 340,000) | AID 493098;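 active = compounds whose inhibition of the agonist-driven luminescence signal at 20 µM reaches about 50%, limit read from the data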;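 also: cells stimulated with CCL20 at 14 nM final; plate controls were DMSO with CCL20 for no effect and DMSO without agonist for full effect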
Target sequence (P51684 whole entry, looked up): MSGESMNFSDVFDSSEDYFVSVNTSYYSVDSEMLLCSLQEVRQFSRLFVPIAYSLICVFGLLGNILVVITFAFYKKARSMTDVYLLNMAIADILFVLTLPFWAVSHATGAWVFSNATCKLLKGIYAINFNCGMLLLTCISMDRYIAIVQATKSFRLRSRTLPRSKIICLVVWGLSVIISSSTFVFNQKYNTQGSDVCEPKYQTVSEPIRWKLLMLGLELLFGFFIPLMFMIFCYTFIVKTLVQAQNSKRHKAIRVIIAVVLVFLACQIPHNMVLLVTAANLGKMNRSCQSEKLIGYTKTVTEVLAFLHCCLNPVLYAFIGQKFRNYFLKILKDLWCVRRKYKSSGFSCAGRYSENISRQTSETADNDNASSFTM
Gli-Sufu antag: blocks Gli-Sufu signaling in a luciferase reporter; actives 0.74% (n = 340,000); Sufu-KO-LIGHT fibroblasts, Gli luciferase reporter luminescence; inhibition, % at 5 µM;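 active = inhibition above about 55%, limit read from the data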;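 also: 0% = DMSO-treated cells and 100% = wells with medium but no cells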
Numbers without * were called inactive; · = not tested or not shown. Rows were taken by chance. About 3% of those tested had a hit in this group.

Second line of a record – APJ ag, ATG4B inhibitor, CCR6 antagonist, EBI2 antag, APJ antagonist, UBC13 inh, CXCR6 inh, Gli-Sufu antag
CCN(CC)C(=O)CSC1=C(C#N)C(c2cccs2)C=C(C)N1 (stereo unspecified)
    1.2, 3.2, -1.3, 7.3, 5.5, 14.8, 1.5, -3.6
Cc1ccccc1-c1nc(CN2CCC(C(=O)NCc3cccs3)CC2)c(C)o1
    -5.2, -4.8, 6.3, 7.3, 10.6, 10.5, 5.6, 2.1
O=C(NC(=S)NNC(=O)c1ccccc1[N+](=O)[O-])c1ccc(Br)cc1
    -1.4, -0.5, -4.3, 0.5, 6.8, -3.3, 4.5, 4.0
O=C(O)CNS(=O)(=O)c1ccc2c(c1)CCCC2
    -0.4, 0.1, 1.0, -9.3, -10.8, -4.3, -0.8, 15.6
Cc1ccc(NC(=O)Cn2c(O)c(N=NC(N)=O)c3ccccc32)cc1
    -2.5, -11.2, 12.0, -5.8, 3.0, -24.5, -0.9, -0.6
CCN(Cc1ccccc1)C(=O)CCS(=O)(=O)c1ccc2c(c1)oc(=O)n2C
    0.2, 0.7, 10.6, -16.6, 9.4, -7.7, -1.2, ·
O=S(=O)(CCn1cccc1)CCn1cccc1
    4.0, 3.5, 4.0, -1.6, -11.9, 2.6, 3.6, -19.1
FC(F)(F)COc1cc(-c2nnc(SCc3ccccc3)n2Cc2ccco2)cc(OCC(F)(F)F)n1
    -4.0, -8.8, 20.2, 32.5, -5.1, 0.8, 13.8, 6.2
CC(Sc1ccccn1)C(=O)Nc1ccc2c(c1)OCO2 (stereo unspecified)
    -2.4, 0.9, 10.5, -1.2, -19.0, -11.0, 4.3, -2.2
COc1cc(NC(=O)Cn2cnc(C(=O)Nc3ccc(C)c(C)c3)n2)cc(OC)c1OC
    ·, -3.8, 7.8, -4.1, ·, ·, 3.4, 1.1
O=C1CC(C(=O)Nc2ccccc2)S/C(=N\N=C\c2ccco2)N1 (stereo unspecified)
    -1.5, -5.0, 16.7, -20.9, 1.8, -1.4, -1.7, -0.2
Cc1oc2ccc(O)cc2c1C(=O)c1ccc([N+](=O)[O-])cc1
    10.2, -5.9, 1.6, -16.5, -48.5, 3.5, -26.0, -0.3
CCc1ccc(Nc2c([N+](=O)[O-])c(=O)oc3ccccc23)cc1
    -4.3, -0.9, 30.8, 5.1, 28.4, -5.7, 15.4, 4.9
COC(=O)/C=C1\S/C(=N/N=C/c2ccco2)NC1=O
    -6.2, -3.5, 21.9, -5.5, 25.4, -10.6, -8.4, -4.3
O=C(Nc1ccc(S(=O)(=O)NCCc2ccccc2)cc1)c1ccc(Br)o1
    -2.5, -4.6, 14.2, 7.3, 4.8, 3.9, -1.0, 1.9
COc1cccc(OC)c1C(=O)Nc1ccccc1N1CCCCC1
    0.1, 22.7, 12.4, 8.5, 4.0, 0.8, 0.3, -8.3
O=S(=O)(NCC1CCCO1)c1ccccc1 (stereo unspecified)
    -3.7, 5.0, 12.0, -2.4, -20.0, -0.8, -1.9, 25.7
COc1ccc(C2C(C(N)=O)=C(C)Nc3ncnn32)cc1 (stereo unspecified)
    -1.1, -2.0, -5.7, -5.2, -26.0, 2.0, 5.8, -4.0
CCCC1CCc2c(c3ccccc3[nH]c2=O)O1 (stereo unspecified)
    -5.2, -13.3, 4.4, 2.6, 1.4, 13.8, 38.8, -2.9
CN1CCN(C(c2ccc(Br)cc2)c2cc(Cl)c3cccnc3c2O)CC1 (stereo unspecified)
    2.3, 11.5, 35.5, 14.1, 4.6, 17.3, -12.8, 1.6
CCOC(=O)c1oc2cccc(OC(C)=O)c2c1C
    -2.7, -7.4, -10.1, 0.0, 16.8, 5.5, 4.6, 2.8
CC(=O)N(C)c1ccc(NC(=O)C(F)(F)F)cc1
    3.0, -8.2, -6.5, -1.7, 0.4, -8.0, 6.4, 2.4
O=C(O)CCCN1C(=O)C2C3CC(C2C1=O)C1C(c2ccccc2)c2sc(=O)n(-c4ccccc4)c2SC31 (stereo unspecified)
    -1.3, -6.1, 7.1, 0.1, 7.1, -12.2, 0.8, 0.3
COC(CNC(=O)c1cc(Sc2nnc(C)s2)nc2ccccc12)OC
    -1.5, 34.5, 14.9, 6.1, 1.3, 6.6, -3.5, 8.5
Cc1ccc(NC(=O)CN(c2ccccc2)S(=O)(=O)N(C)C)cc1C
    -1.6, -1.7, 19.6, -15.1, 15.2, -4.0, 6.8, -16.0
Cc1ccc(S(=O)(=O)NC(=O)c2cc(C)n(C3CC3)c2C)cc1
    -3.7, 1.7, -2.5, 0.9, 10.9, 14.7, -1.2, -30.9
CCOC(=O)N1CCN(c2c(NCCN3CCCCC3CC)c(=O)c2=O)CC1 (stereo unspecified)
    -0.6, -3.9, -7.4, -3.1, -1.0, -2.6, -0.9, 0.3
O=C1OC(c2ccccc2)=N/C1=C\C=C\c1ccccc1[N+](=O)[O-]
    0.4, 30.6, 13.3, -5.7, 2.1, 0.0, 3.5, -0.2
COCCCN1C(=O)C(=O)/C(=C(/O)c2ccc(OCC(C)C)cc2)C1c1cccnc1 (stereo unspecified)
    -3.7, -14.8, -18.3, 1.7, -5.8, 4.5, -4.4, 7.5
O=C(CSc1nnc(-c2cccnc2)o1)OC1CCCCC1
    1.0, -10.8, 6.0, -11.4, 8.4, 8.7, -3.5, 5.0
O=C(Nc1ccccc1C(F)(F)F)c1c(F)cccc1Cl
    -1.3, -4.0, 1.5, 9.1, 17.5, 6.0, -6.9, -1.7
CCCCNS(=O)(=O)c1ccc(NC(=O)Cc2ccc(OC)cc2)cc1
    0.9, 0.2, -16.9, -6.6, -29.7, -12.3, -1.0, 23.1
CC(C)c1c(C(=O)N/N=C/c2cccc(OCc3ccccc3)c2)nnn1-c1nonc1N
    0.2, -2.4, -11.5, 1.5, -14.5, -10.0, -13.6, 22.9
C=CCn1c(=O)c(C(=O)Nc2ccccc2C)c(O)c2ccccc21
    -3.2, 4.6, 4.2, -9.5, -0.8, 11.6, -4.9, -87.6
O=C(Cc1c[nH]c2ccccc12)NCc1ccc(Cl)cc1
    -0.1, -3.5, 2.2, 31.9, -5.2, 1.0, 3.7, -7.5
O=[N+]([O-])c1ccc(SCc2ccncc2)nc1
    0.9, 4.4, -4.3, -11.3, 1.3, -7.0, -4.0, -3.8
Cc1ccccc1OCCNc1cc(N2CCN(CCO)CC2)ccc1[N+](=O)[O-]
    -0.7, -21.7, 28.8, 3.9, 24.3, -24.9, 1.9, 35.0
Cc1cccc(NS(=O)(=O)c2csc(C(N)=O)c2)c1C
    1.9, 3.7, 12.0, -14.1, 2.0, 8.2, 5.8, -4.0
CSc1nc(N(C)C)nc(N(C)C#N)n1
    -1.2, -0.3, 1.2, -3.1, 4.1, -4.5, 1.0, -0.8
CCc1ccc(/C(C)=N/NC(=O)C(O)c2ccccc2)s1 (stereo unspecified)
    -1.0, -3.8, 4.1, -8.3, -17.9, -11.2, -3.2, 2.0

Single values from above.
UBC13 inh, COc1cccc(OC)c1C(=O)Nc1ccccc1N1CCCCC1 reads 0.8
ATG4B inhibitor, COc1cc(NC(=O)Cn2cnc(C(=O)Nc3ccc(C)c(C)c3)n2)cc(OC)c1OC reads -3.8
EBI2 antag, O=C(Cc1c[nH]c2ccccc12)NCc1ccc(Cl)cc1 reads 31.9

The results go on.
Second line of a record – APJ ag, ATG4B inhibitor, CCR6 antagonist, EBI2 antag, APJ antagonist, UBC13 inh, CXCR6 inh, Gli-Sufu antag
COc1ccc2nc(NC(=O)C3CC(=O)N(c4ccc5c(c4)OCCO5)C3)sc2c1 (stereo unspecified)
    9.3, -22.8, 0.9, 4.9, 2.7, -1.7, -4.9, -8.9
COC(=O)c1ccccc1OCCCOc1ccc(C=O)cc1OC
    -1.8, 8.0, -2.7, -0.6, -0.3, 3.0, -10.9, -0.8
COc1ccc(C(CC(=O)NCCCN2CCOCC2)NS(=O)(=O)c2ccc(C)cc2)cc1 (stereo unspecified)
    3.1, -2.8, -35.6, 3.5, 16.7, -3.6, -4.3, 1.7
COc1ccc(NC(=O)C2CCN(C(=O)Nc3ccc(C)cc3)CC2)cc1OC
    -1.0, -17.0, 5.3, 10.1, -18.5, 6.0, -8.8, 9.7
c1csc(CN2CCN(Cc3cccs3)C2c2cccs2)c1
    -0.9, 2.1, 26.8, 0.8, -18.2, 1.0, 6.5, 0.8
CCc1ccc(N2C(=O)CN(Cc3ccc(OC)c(OC)c3)C2=S)cc1
    -2.5, -0.2, 5.5, 8.0, 1.5, -6.7, -4.6, 5.3
O=C(CO/N=C/c1ccc2c(c1)OCO2)Nc1cccc(Br)c1
    -1.0, -5.3, 3.9, -3.4, 5.4, -2.1, -0.9, -13.1
Cc1ccc(-c2c(C)n([O-])c3c([n+]2=O)CCC3)o1
    -1.7, -6.0, -10.9, -10.7, 6.3, 2.1, -14.6, -0.6
COC(=O)c1ccc2c(=O)n(CCCCCC(=O)NCc3ccccn3)c(=O)[nH]c2c1
    0.1, -14.7, 1.6, -1.1, 0.4, 7.4, -9.5, 9.2
O=C(Cn1nc(-c2cccc(Cl)c2)ccc1=O)NCC1COCCO1 (stereo unspecified)
    -1.7, -3.5, -7.3, -0.4, 6.6, -15.2, -9.6, -11.4
Cc1cccc(C)c1NC(=O)CN(C)C(=O)C1CCN(c2ncnc3sc(C)c(C)c23)CC1
    0.9, 5.8, -3.1, 15.1, 9.5, -1.4, 2.2, -9.0
O=C(N[C@@H](Cc1ccccc1)C(=O)OCc1ccccc1)c1nc[nH]c1C(=O)NC1CCNCC1
    1.8, -3.1, 2.2, 3.7, 10.4, 38.0, 4.3, 8.8
OC(Cn1cncn1)(c1ccc(F)cc1)c1ccc(Cl)cc1 (stereo unspecified)
    -3.0, -5.9, 6.1, -4.1, 11.2, 3.3, -4.2, 10.7
Cc1occc1C(=O)NNC(=O)CN1C(=O)NC(C)(c2ccccc2)C1=O (stereo unspecified)
    -2.7, -3.8, 1.4, -16.0, 4.5, -2.5, 3.5, -11.2
Cc1ccc(Nc2nc(-c3cccnc3)nc3ccccc23)cc1
    3.6, 0.0, -4.2, 12.5, -17.1, 9.3, -3.3, 0.0
O=C(CSc1nc2ccccc2[nH]1)Nc1c(F)c(F)c(F)c(F)c1F
    -1.8, -5.6, 4.5, -0.5, -29.9, -5.2, -5.1, -0.8
O=C(Cc1ccccc1)Nc1ccc2c(c1)CCC2
    -1.1, 8.4, 18.2, 3.3, -3.9, 0.5, 0.3, -35.8
CC(Sc1ccsc1[N+](=O)[O-])C(=O)N1CCN(c2ccccn2)CC1 (stereo unspecified)
    -1.7, 2.7, -0.5, -69.8, -11.4, -8.3, 2.0, 8.1
O=C1C2C3C=CC(O3)C2C(=O)N1Nc1ccccc1 (stereo unspecified)
    ·, 3.2, 9.3, -1.8, ·, ·, -6.7, 5.1
O=C(c1cc2ccccc2oc1=O)N1CCN(CCc2ccccc2)CC1
    -2.8, 6.8, -28.3, -7.3, 10.8, 8.4, -4.5, -2.1
O=C(/C=C/c1c(Cl)nc2ccccn12)N1CCN(c2ccccc2F)CC1
    -8.1, -2.3, 1.6, 10.4, 7.4, -5.5, -2.1, -9.2
COc1ccccc1N(CC(=O)NCc1ccc(F)cc1)C(=O)CCC(=O)Nc1ccccn1
    -1.3, -5.3, 8.1, 2.1, 13.5, -1.4, 1.5, 3.6
Cn1c(COc2ccc(Cl)cc2)nc2ccccc2c1=O
    0.6, -2.1, -2.8, 0.1, 8.9, 13.0, 1.8, -2.6
COCC1CCN(Cc2cn(C)nc2-c2cccc(Cl)c2)C1 (stereo unspecified)
    -1.4, -6.6, 9.6, -5.0, -1.5, 5.6, -2.9, -3.4

High-throughput results deposited in PubChem by Sanford-Burnham Center for Chemical Genomics.
